NLRP3 yeast inh = blocks the NALP3 inflammasome reconstituted in yeast; inhibition, % at 10 µM; 330,000 tested, 0.39% active; AID 2825; Yeast reconstituted NLRP3/ASC/caspase-1, beta-gal luminescence, 24 h;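 active means inhibition of 50% or more; inactive means inhibition below 50%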;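 further: plate controls were induced DMSO wells for no effect and uninduced yeast grown without galactose for full effect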
SENP1 FRET inh = blocks the human SENP1 SUMO protease catalytic domain; Q9P0U3; recombinant SENP1 catalytic domain, CyPet-SUMO1-YPet FRET cleavage; inhibition, % at 10 µM; 360,000 tested, 0.21% active;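 active means inhibition at least 30% at 10 µM, raw YFP signal under a set limit, fluorescence ratio 0.5 to 1.5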;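 further: 0% = enzyme with DMSO and 100% = no enzyme wells; some results filed as inactive read as strong as hits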
Target sequence (Q9P0U3 419-644 limits assumed): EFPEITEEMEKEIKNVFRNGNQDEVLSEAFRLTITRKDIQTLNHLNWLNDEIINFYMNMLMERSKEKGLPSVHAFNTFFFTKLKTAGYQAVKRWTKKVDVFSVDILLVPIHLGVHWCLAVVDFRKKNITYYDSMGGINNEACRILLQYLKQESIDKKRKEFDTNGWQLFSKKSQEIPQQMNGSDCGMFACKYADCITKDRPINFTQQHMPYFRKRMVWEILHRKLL
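Test system: human SENP1 catalytic domain; medium: Tris pH 8 buffer plus EDTA, NaCl, BME, BSA, NP40, catalase; incubation: 50 min reaction at room temperature; technique: FRET, CFP and YFP emission; controls: no-enzyme low control and enzyme-plus-DMSO high control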
APOBEC3G inh = inhibitors of human APOBEC3G DNA deaminase. AID 493012. Q9HC16. recombinant A3G, ssDNA deamination FAM/TAMRA fluorescence. inhibition, % at 20 µM. 330,000 tested, 0.28% active;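 active means inhibition of at least 40% at 20 µM, with no more than 30% in the related APOBEC3A deaminase screen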;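 further: plate controls were DMSO wells with A3G for no effect and wells lacking A3G enzyme for full effect; some compounds called inactive have numbers as strong as hits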
Target sequence (Q9HC16 whole entry, looked up): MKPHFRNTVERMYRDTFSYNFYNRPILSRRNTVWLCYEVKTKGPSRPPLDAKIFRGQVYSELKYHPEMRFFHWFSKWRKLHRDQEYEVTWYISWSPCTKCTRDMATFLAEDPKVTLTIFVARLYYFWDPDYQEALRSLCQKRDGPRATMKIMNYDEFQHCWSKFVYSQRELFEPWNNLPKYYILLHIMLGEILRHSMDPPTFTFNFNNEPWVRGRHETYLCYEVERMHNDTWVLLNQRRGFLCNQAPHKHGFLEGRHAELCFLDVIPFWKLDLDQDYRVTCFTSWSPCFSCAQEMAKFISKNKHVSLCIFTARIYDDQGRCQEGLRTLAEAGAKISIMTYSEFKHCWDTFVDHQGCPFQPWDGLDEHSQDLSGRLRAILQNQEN
APOBEC3A inh = inhibitors of human APOBEC3A DNA deaminase | inhibition, % at 20 µM | AID 493011 | 330,000 tested, 0.41% active | recombinant A3A, FAM/TAMRA ssDNA deamination fluorescence | P31941;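 active means at least 40% inhibition at 20 µM here, with at most 30% in a related deaminase screen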;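 further: plate controls were A3A with DMSO for no effect and wells lacking A3A enzyme for full effect; some results filed as inactive read as strong as hits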
Target sequence (P31941 whole entry, looked up): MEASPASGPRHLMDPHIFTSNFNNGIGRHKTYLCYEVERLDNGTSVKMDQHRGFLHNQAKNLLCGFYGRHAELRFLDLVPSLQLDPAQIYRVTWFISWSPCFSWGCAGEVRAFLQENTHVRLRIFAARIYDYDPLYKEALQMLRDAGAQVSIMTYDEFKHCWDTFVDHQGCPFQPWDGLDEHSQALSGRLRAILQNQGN
mIAP act = mouse IAP activation; 330,000 tested, 0.24% active; muIAP, CDP-Star luminescence, 30 min; active compounds read high; 1 = vehicle-only enzyme signal, 0 = enzyme-free wells; activation factor at 10 µM;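 active means activation factor of at least 2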; further: the source names both 10 and 20 µM as test concentration; values of inactives mirror those of a sister screen read the other way
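System: mouse IAP enzyme. Reagent: CDP-Star chemiluminescent phosphatase substrate. Benchmarks: DMSO wells, no-enzyme wells. Times: 30 min enzyme-substrate-compound incubation at room temperature. Detection: luminescence from enzymatic CDP-Star hydrolysis. Doses: test compounds delivered from DMSO solution.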
hIAP act = human IAP activation | P09923 | purified human IAP, CDP-Star luminescence, 30 min; active compounds read high; 1 = vehicle-only enzyme, 0 = enzyme-free background | activation factor at 10 µM | 330,000 tested, 0.16% active;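 active means activation factor of the enzyme at least 2-fold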; further: the source names both 10 and 20 µM as test concentration; values of inactives mirror those of a sister screen read the other way
mIAP inh = mouse IAP inhibition | purified mouse IAP, CDP-Star luminescence, 30 min | inhibition, % at 10 µM | 330,000 tested, 0.2% active;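 active means inhibition of at least 40% at 10 µM in the primary screen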;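 further: plate controls were DMSO with enzyme for no effect and no enzyme wells for full effect; values of inactives mirror those of a sister screen read the other way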
hIAP block = human IAP inhibition | P09923 | purified IAP, CDP-Star luminescence, 30 min | inhibition, % at 10 µM | 330,000 tested, 0.12% active;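 active means inhibition reaching a set limit with compound at 10 µM in the primary screen, cut at about 35% in these data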;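 further: plate controls were DMSO wells with enzyme for no effect and no-enzyme buffer wells for full effect; values of inactives mirror those of a sister screen read the other way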
beta cell repl = inducers of beta-cell replication in MIN6 cells; MIN6 cells proliferation, ATPlite luminescence, 48 h; cells starved in 0.2% serum; 100% = growth in 10% serum; proliferation, % at 10 µM; 330,000 tested, 0.29% active; AID 2380;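 active means compounds whose signal lies at least 3.5 SD above the mean of all wells on their plate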;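 further: 0% = DMSO-treated cells in low-serum medium and 100% = 10% serum control; some compounds called inactive have numbers as strong as hits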
Numbers without * were called inactive. Some of the compounds tested; count on the stated rates, not on these rows.

SMILES | NLRP3 yeast inh | SENP1 FRET inh | APOBEC3G inh | APOBEC3A inh | mIAP act | hIAP act | mIAP inh | hIAP block | beta cell repl
CC(C)N(C(=O)CSc1nnnn1-c1ccc2c(c1)OCO2)C(C)C | 21 | 2 | -3 | -1 | 0.95 | 0.86 | 5 | 14 | -4
O=[N+]([O-])c1ccc(/C=N\NS(=O)(=O)c2ccc(F)cc2)o1 | 22 | -1 | 8 | 2 | 1 | 1 | -4 | 0 | -4
Cc1sc2nc(CN3CCOCC3)nc(N3CCC(C(N)=O)CC3)c2c1C | -2 | 4 | 0 | 3 | 0.99 | 1.1 | 1 | -7 | -3
Cc1cc(C)cc(NC(=O)Cn2nnc(C(=O)NCc3ccccc3Cl)c2N)c1 | 18 | -1 | -2 | 2 | 1.1 | 1 | -9 | 0 | -3
CCCC(C)NC(=O)CSc1nnc2ccccn12 (configuration not stated) | 17 | 3 | -8 | -3 | 1 | 0.98 | -4 | 2 | 1
COc1ccc2c(c1OC)C(=O)NC(C)=C(C(=O)OC(C)(C)C)C2O (configuration not stated) | 6 | 0 | -2 | 2 | 1 | 0.94 | 0 | 6 | -1
O=C1C2C3C=CC(C3)C2C(=O)N1c1nc2ccccc2s1 (configuration not stated) | 12 | -2 | -2 | -2 | 0.99 | 1.1 | 1 | -6 | -1
CCOC(=O)c1ccc(-c2ccc(/C=N/NC(=O)CN(c3ccccc3Br)S(C)(=O)=O)o2)cc1 | 15 | -5 | 1 | 3 | 0.95 | 1.1 | 5 | -8 | -6
COc1ccc(C(=O)Nn2c(CC(C)C)nc3cc(Cl)ccc3c2=O)c(OC)c1 | 8 | 1 | -8 | -4 | 1 | 1.1 | -4 | -11 | -2
COc1cccc(C(=O)Nc2ccc(NC(=O)c3ccco3)cn2)c1 | -1 | 1 | 0 | -1 | 0.95 | 0.94 | 5 | 6 | -1
O=C(Cc1cccs1)Nc1cccc([N+](=O)[O-])c1 | -8 | -5 | 0 | 4 | 1 | 1 | 0 | -4 | 0
CCCN(C(=O)c1cc(C)ccc1C)c1c(N)n(Cc2ccccc2)c(=O)[nH]c1=O | -1 | -1 | -10 | -3 | 0.97 | 0.86 | 3 | 14 | 0
CCCN(CCC)S(=O)(=O)c1ccc(C)cc1 | 19 | -1 | -4 | -4 | 1 | 0.8 | 0 | 20 | -1
Cc1occc1-c1nnc(SCC(=O)N2CC(=O)Nc3ccccc32)n1CC(C)C | 0 | -9 | 2 | 0 | 0.9 | 0.9 | 10 | 10 | 0
COc1ccc(CNC(=O)CNC(=O)c2c(C)nn(C)c2Cl)cc1 | -4 | -2 | -2 | -1 | 1 | 0.97 | -3 | 3 | 1
COc1ccccc1NC(=O)C1C2C=CC3(CN(Cc4cccnc4)C(=O)C13)O2 (configuration not stated) | -3 | 0 | -7 | -9 | 0.97 | 1 | 3 | -3 | -4
COc1cc(NC(=O)CN2C(=O)c3ccccc3S2(=O)=O)c(OC)cc1Cl | 8 | 2 | 1 | 5 | 1.1 | 1.2 | -10 | -18 | 1
COc1ccc([C@@H]2[C@@H]3C(=O)N(C(C)(C)C)C(=O)[C@@H]3[C@]3(CC(C)C)C(=O)N(c4cccc(F)c4)C(=O)N23)cc1 | 12 | -1 | -7 | -1 | 0.99 | 1 | 1 | 0 | -1
CCCCN(C(=O)C1=NN(c2ccccc2)C(=O)CC1)c1c(N)n(CC(C)C)c(=O)[nH]c1=O | 20 | -8 | -5 | -1 | 1 | 0.9 | -2 | 10 | -1
Cc1cccn2c(CNC3CCCc4ccccc43)c(C(=O)N3CCCCC3)nc12 (configuration not stated) | 4 | -2 | -8 | -1 | 1.1 | 1.1 | -8 | -5 | 1
COc1ccc(NC(=O)CSCC(=O)Nc2ccc(S(=O)(=O)N3CCOCC3)cc2)cc1 | 10 | -6 | -7 | -3 | 1 | 1 | -2 | -2 | -5
Cn1cc(CN2CCCC(CO)(Cc3ccccc3)C2)c2ccccc21 (configuration not stated) | 12 | -2 | -4 | -3 | 0.9 | 0.97 | 10 | 2 | -1
CCCCNC(=S)Nc1ccc([N+](=O)[O-])cc1 | 37 | 1 | -6 | 2 | 0.98 | 0.98 | 2 | 2 | -6
CCc1nnc(NC(=O)CSc2nnc(CNC(=O)c3cc(OC)c(OC)c(OC)c3)o2)s1 | 15 | 0 | -5 | -10 | 0.89 | 1 | 11 | -2 | -1
Cc1ccsc1/C=C1\Oc2cc(OCC(=O)c3ccccc3)ccc2C1=O | 18 | -50 | -1 | -1 | 0.92 | 0.82 | 8 | 18 | 0
COc1ccc(S(=O)(=O)NCc2cccnc2)cc1OC | 7 | 0 | -9 | -2 | 1.1 | 1.2 | -10 | -21 | 2
O=c1c2[nH]c3ccccc3c2ncn1Cc1cccnc1 | 7 | 3 | -1 | 0 | 0.99 | 1.1 | 1 | -14 | 2
O=C1NC(c2ccc(Br)cc2)Oc2ccccc21 (configuration not stated) | 11 | 0 | -3 | -2 | 1 | 1 | -4 | -3 | 6.4*
Cc1cc(C)c(-c2c(O)c3c(n(C)c2=O)CC(C)(C)CC3=O)c(C)c1 | 14 | -3 | -2 | 2 | 0.99 | 1 | 1 | -1 | 0
CCn1c(SCC(=O)NCc2ccc3c(c2)OCO3)nnc1-c1cccs1 | 2 | 2 | -4 | -2 | 1 | 0.94 | -5 | 6 | -1
S=C(Nc1ccccc1)Nc1ccc(Cl)cn1 | 32 | 4 | -15 | -4 | 1 | 0.95 | 0 | 5 | 0
COc1ccc(S(=O)(=O)N(CCc2ccccc2)CC(=O)NC(C)C)cc1 | 15 | 2 | 11 | 50* | 1.1 | 0.99 | -7 | 1 | 2
Cc1nc2ccc(NC(=O)NCCCO)cc2s1 | -4 | -37 | -8 | -1 | 0.97 | 0.91 | 2 | 9 | 0
Cn1c(=O)[nH]c(=O)c2c1nc(Br)n2CCSc1nc2ccccc2o1 | 0 | 1 | -4 | 4 | 0.97 | 1.1 | 3 | -9 | 3
COC(=O)CNC(=O)C1CCCN1C(=O)CNC(=O)OCc1ccccc1 (configuration not stated) | 6 | -1 | -4 | 2 | 1.1 | 1 | -9 | -2 | -5
Cc1ccc(SCC(=O)NNC(=O)CNC(=O)c2ccc(Br)cc2)cc1 | 0 | 2 | 1 | 1 | 0.85 | 1.9 | 15 | -92 | -3
COC(=O)CNc1nc(Cl)nc(N2CCC(C)CC2)n1 | -9 | 0 | -6 | -4 | 1.1 | 1.1 | -14 | -6 | -2
CCC(C)c1ccc(NC(=S)NCCn2cc(Br)cn2)cc1 (configuration not stated) | 26 | -4 | -7 | 0 | 1.1 | 1.1 | -10 | -8 | -6
CC(C)(C)C(=O)NC(=S)Nc1ccc(Cc2ccncc2)cc1 | 44 | 2 | 22 | -3 | 1 | 1 | -1 | 0 | -5
CC(C(=O)NCc1ccccc1)N1C(=O)c2ccccc2C1=O (configuration not stated) | 17 | 2 | -3 | -4 | 0.98 | 1.2 | 2 | -24 | -2
COc1ccc2oc(C(=O)OC(C)C(=O)N3C(C)CCCC3C)c(C)c2c1 (configuration not stated) | 24 | -1 | -5 | -1 | 0.9 | 0.96 | 10 | 4 | -3
Cc1nc(-c2cccnc2)sc1C(=O)Nc1ccc(F)cc1F | 23 | -1 | 2 | -9 | 0.92 | 0.94 | 8 | 6 | 0
COc1ccc(NC(=O)CN2CCN(Cc3ccc4c(c3)OCO4)CC2)cc1OC | 15 | 1 | 0 | -1 | 0.96 | 0.89 | 4 | 11 | -1
O=[N+]([O-])c1cccc(-c2nc(-c3cccs3)c(-c3cccs3)[nH]2)c1 | -13 | 7 | 1 | 2 | 0.95 | 0.99 | 5 | 1 | -4
Cc1ccc(NC(=O)COc2ccc3oc4c(c3c2)CCCC4)nc1 | 10 | 1 | -1 | 0 | 0.88 | 0.99 | 12 | 1 | 1

At a glance, 10 of the compounds above:
SMILES | NLRP3 yeast inh | SENP1 FRET inh | APOBEC3G inh | APOBEC3A inh | mIAP act | hIAP act | mIAP inh | hIAP block | beta cell repl
S=C(Nc1ccccc1)Nc1ccc(Cl)cn1 | 32 | 4 | -15 | -4 | 1 | 0.95 | 0 | 5 | 0
COc1ccc(S(=O)(=O)N(CCc2ccccc2)CC(=O)NC(C)C)cc1 | 15 | 2 | 11 | 50* | 1.1 | 0.99 | -7 | 1 | 2
Cc1nc2ccc(NC(=O)NCCCO)cc2s1 | -4 | -37 | -8 | -1 | 0.97 | 0.91 | 2 | 9 | 0
Cn1c(=O)[nH]c(=O)c2c1nc(Br)n2CCSc1nc2ccccc2o1 | 0 | 1 | -4 | 4 | 0.97 | 1.1 | 3 | -9 | 3
COC(=O)CNC(=O)C1CCCN1C(=O)CNC(=O)OCc1ccccc1 (configuration not stated) | 6 | -1 | -4 | 2 | 1.1 | 1 | -9 | -2 | -5
Cc1ccc(SCC(=O)NNC(=O)CNC(=O)c2ccc(Br)cc2)cc1 | 0 | 2 | 1 | 1 | 0.85 | 1.9 | 15 | -92 | -3
COC(=O)CNc1nc(Cl)nc(N2CCC(C)CC2)n1 | -9 | 0 | -6 | -4 | 1.1 | 1.1 | -14 | -6 | -2
CCC(C)c1ccc(NC(=S)NCCn2cc(Br)cn2)cc1 (configuration not stated) | 26 | -4 | -7 | 0 | 1.1 | 1.1 | -10 | -8 | -6
CC(C)(C)C(=O)NC(=S)Nc1ccc(Cc2ccncc2)cc1 | 44 | 2 | 22 | -3 | 1 | 1 | -1 | 0 | -5
CC(C(=O)NCc1ccccc1)N1C(=O)c2ccccc2C1=O (configuration not stated) | 17 | 2 | -3 | -4 | 0.98 | 1.2 | 2 | -24 | -2

Further entries
SMILES | NLRP3 yeast inh | SENP1 FRET inh | APOBEC3G inh | APOBEC3A inh | mIAP act | hIAP act | mIAP inh | hIAP block | beta cell repl
CCN(CC)C(=O)CN(c1cc(Cl)ccc1OC)S(=O)(=O)c1ccc(C)c([N+](=O)[O-])c1 | 16 | 1 | -10 | -1 | 0.92 | 1 | 8 | -1 | -2
COc1ccc(N=Cc2c(O)c3ccccc3n2C(C)=O)cc1 | 24 | -35 | -4 | -1 | 0.97 | 1.1 | 3 | -8 | -2
O=C1CC(c2ccccc2)CC(O)=C1C=Nc1ccc(Cl)cc1 (configuration not stated) | -5 | 1 | -7 | 3 | 0.99 | 1.1 | 1 | -6 | -2
CCN(CC)c1ccc(/C=C(/C#N)c2nc3ccc(C)cc3[nH]2)c(OC(C)C)c1 | 40 | -24 | -103 | -47 | 0.68 | 0.67 | 32 | 33 | -3
N#Cc1ccccc1S(=O)(=O)N1CCN(Cc2c(O)ccc3ccccc23)CC1 | 8 | 0 | -8 | -2 | 0.98 | 1 | 2 | -4 | -4
CC[C@@H](C)[C@@H]1CN([C@@H](C)CN2CCC[C@H]2CN2C(N)=NC[C@H]2CC(C)C)C(=N)N1CCc1ccc(Cl)c(Cl)c1 | 4 | -1 | -6 | -5 | 1.1 | 0.81 | -15 | 19 | -1

Screening data from PubChem.
